PPC-1+TRAIL kill – kills PPC-1 cancer cells in the presence of TRAIL. AID 1443. 0.41% of 220,000 active. cell killing (% activity), % at 4 µM. PPC-1 cells + TRAIL, ATPLite viability luminescence;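 active means cell killing above 50% in the first pass at 4 µM, then a duplicate retest at 5 µM averaging 50% or more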;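 further: plate controls were cells with TRAIL plus DMSO for no effect and medium-only wells lacking cells for full effect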
EP2 antag – inhibitors of human EP2 prostaglandin E2 receptor | P43116 | C6 glioma cells expressing human EP2, cAMP TR-FRET; cells stimulated with saturating PGE2 | inhibition, % at 25 µM | 0.52% of 260,000 active;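 active means percent inhibition above 40 after rounding to a whole number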;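 further: rat C6 glioma host cells with rolipram phosphodiesterase inhibitor present; the protocol text gives 20 µM as final concentration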
Target sequence (P43116 whole entry, looked up): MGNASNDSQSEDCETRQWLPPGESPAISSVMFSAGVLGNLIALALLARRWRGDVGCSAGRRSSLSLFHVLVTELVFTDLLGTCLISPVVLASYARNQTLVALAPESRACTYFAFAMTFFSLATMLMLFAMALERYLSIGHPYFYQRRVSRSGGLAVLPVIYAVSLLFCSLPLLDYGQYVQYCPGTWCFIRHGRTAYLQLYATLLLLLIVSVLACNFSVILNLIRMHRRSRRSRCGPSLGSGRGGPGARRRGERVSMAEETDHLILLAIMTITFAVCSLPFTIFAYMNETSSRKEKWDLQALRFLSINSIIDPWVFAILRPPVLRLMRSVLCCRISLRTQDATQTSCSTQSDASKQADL
TRPML3 ag – human mucolipin-3 channel agonism; Q8TDD5; HEK293 TRPML3-YFP, Fluo-8 calcium fluorescence; 100% = the carbachol control signal; activation, % at 3 µM; 0.29% of 220,000 active;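 active means activation above its plate's cutoff, the mean activation of the plate's test wells plus 3 SD, cut at about 12% in these data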;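 further: 0% = DMSO only wells and 100% = carbachol wells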
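Test system: HEK293 cells stably carrying human TRPML3-YFP; Doses: single dose, 3 µM final nominal compound, 0.3% DMSO final; Schedule: dye loading 1 h 37 °C then 30 min ambient, 125 s read; Technique: Fluo-8 calcium fluorescence; Benchmarks: high control carbachol 87 µM, low control DMSO.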
NPY-Y1 antag – NPY-Y1 (human) receptor antagonism; HEK293-CNG Y1 cells, membrane potential fluorescence; NPY at EC95, then isoproterenol; 1% of 200,000 active; P25929; inhibition, % at 3.6 µM; AID 1040;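 active means inhibition above the campaign mean inhibition of all tested compounds plus 3 SD, cut at about 20% in these data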;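 further: 0% = DMSO wells given NPY plus isoproterenol and 100% = isoproterenol alone without NPY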
Target sequence (P25929 whole entry, looked up): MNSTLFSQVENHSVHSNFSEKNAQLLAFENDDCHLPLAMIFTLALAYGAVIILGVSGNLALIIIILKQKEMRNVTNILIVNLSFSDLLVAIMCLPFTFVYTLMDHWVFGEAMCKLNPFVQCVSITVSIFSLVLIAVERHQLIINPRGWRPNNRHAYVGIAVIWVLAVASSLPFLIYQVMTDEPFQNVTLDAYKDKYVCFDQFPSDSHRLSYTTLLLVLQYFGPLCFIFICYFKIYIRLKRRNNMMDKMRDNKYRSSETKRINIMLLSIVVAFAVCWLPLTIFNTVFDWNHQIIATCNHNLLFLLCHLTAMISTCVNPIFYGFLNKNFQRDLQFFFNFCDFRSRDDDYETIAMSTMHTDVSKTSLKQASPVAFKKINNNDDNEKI
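System: HEK293 cells with Y1 receptor plus CNG channel / Probe or stimulus: NPY 25 nM then isoproterenol 1 µM plus Ro 20-1724 25 µM / Compound: one concentration, 3.6 µM, in 0.4% DMSO / Schedule: compound incubation 1 h at room temperature, readout 45 min post-stimulation / Measured by: membrane potential fluorescence / Read-out: % inhibition of NPY effect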
CHOP inh – CHOP inhibition in unfolded protein response; CHO-K1 CHOP-promoter luciferase, tunicamycin-induced, 15-18 h; inhibition, % at 10 µM; 3.8% of 220,000 active; AID 2732;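 active means compounds that reduced the stress-induced luciferase reporter signal by more than about 70% of percent inhibition, limit read from the data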;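 further: 0% = tunicamycin plus vehicle and 100% = wells without tunicamycin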
14-3-3 Bad inh – disrupts binding of bovine 14-3-3 zeta to phospho-Bad peptide | P63103 | TR-FRET 14-3-3zeta/Dy647-pBad peptide displacement, 1 h | inhibition, % at 21.7 µM | 0.71% of 220,000 active | AID 781;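 active means inhibition above about 70%, limit read from the data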;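 further: 0% = full 14-3-3 plus peptide FRET controls and 100% = background without 14-3-3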
Target sequence (P63103 whole entry, looked up): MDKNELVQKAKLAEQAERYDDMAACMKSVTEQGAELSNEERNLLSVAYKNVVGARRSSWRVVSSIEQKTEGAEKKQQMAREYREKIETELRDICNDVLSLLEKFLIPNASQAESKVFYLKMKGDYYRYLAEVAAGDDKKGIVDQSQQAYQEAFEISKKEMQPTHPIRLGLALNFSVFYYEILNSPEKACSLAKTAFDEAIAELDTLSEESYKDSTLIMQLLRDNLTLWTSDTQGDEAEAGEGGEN
EP2 modulator – modulates human prostaglandin E2 receptor EP2 signaling; P43116; EP2-expressing cells, cAMP HTRF FRET, PGE2 co-stimulation; induction, % at 25 µM; 0.83% of 260,000 active; AID 940;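 active means compounds whose cAMP rise, as percent of the full-agonist control response, exceeds 60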;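 further: rat C6 glioma line stably carrying human EP2 under a CMV promoter; the protocol text gives 20 µM as final concentration; 100% = response of wells given 1 µM PGE2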
TRPN1 ag – activates the zebrafish TRPN1 channel; HEK293 zebrafish TRPN1-YFP, Fluo-8 calcium fluorescence; 100% = response to 87 µM carbachol; activation, % at 3 µM; 0.18% of 220,000 active; AID 1424;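 active means activation above its plate's cutoff, the mean activation of test wells on that plate plus 3 SD, cut at about 19% in these data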;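 further: 0% = DMSO alone and 100% = 87 µM carbachol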
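Control set: carbachol 87 µM as high control, DMSO as low control; system: HEK293 stable line with zebrafish TRPN1-YFP; read-out: % activation versus carbachol response; detection: intracellular calcium fluorescence with Fluo-8; doses: single test compound dose, 3 µM nominal, 0.3% DMSO; schedule: dye 1 h 37 °C plus 30 min RT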
NPY-Y1 PAM-ag – potentiates or activates human NPY-Y1 receptor | AID 1304 | activation, % at 3.6 µM | NPY-Y1 expressing cells, potentiator/agonist activation | 0.37% of 220,000 active | P25929; in the data active means activation above about 33%, passing the limit was not always enough;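 further: cells stimulated with NPY at EC10 then isoproterenol at EC100; 0% = low agonist plus stimulus and 100% = saturating agonist plus stimulus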
The depositor's hits bear a star; . = not tested or not shown; & = joins results of further samples; [ ] = dose if it differs, or a comment. These rows are one share of the data; the hit share may differ from the screen's.

canonical_smiles	PPC-1+TRAIL kill	EP2 antag	TRPML3 ag	NPY-Y1 antag	CHOP inh	14-3-3 Bad inh	EP2 modulator	TRPN1 ag	NPY-Y1 PAM-ag
COc1cc(Br)c(C2C(C#N)=C(N)Oc3n[nH]c(-c4cccnc4)c32)cc1OC (centres undefined)	9.1	5.3	0.2	-0.4	6.8	-6.0	1.8	0.0	-2.0
COCCn1c(SCC(=O)Nc2cc(Cl)ccc2OC)nc2c(c1=O)SC(C)C2 (centres undefined)	-11.0	10.0	0.4	-2.2	29.0	-0.9[fluorescence artefact?]	-9.3	0.2	-10.6
CN(C)/C(CN1CCN(C=O)CC1)=C1\N=C(c2ccccc2)OC1=O	6.7	10.1	2.0	-1.3	26.0	-12.5	-16.4	3.3	7.5
COc1ccc(CCC(=O)Nc2c(C)n(C)n(-c3ccccc3)c2=O)cc1	-8.7	6.6	0.8	-3.2	13.3	-9.6	-0.4	-0.4	2.4
O=C1CNC(=S)N1CCCn1ccnc1	2.7	3.6	0.7	-3.1	13.1	-6.3	-18.0	0.2	24.6
CCc1ccc(-c2nc(CS(=O)CC(=O)O)c(C)o2)cc1 (centres undefined)	11.8	3.1	0.4	.	-13.5	-0.4	11.2	0.9	-8.0
CC(C)NC(=S)NC(=O)/C=C/c1ccc(F)cc1	3.3	1.4	0.2	3.6	62.3	4.2	-7.5	0.0	-3.3
CC12CN3CCN(CC(C3)C1(O)CN1CCOCC1)C2 (centres undefined)	-0.2	5.2	0.7	-0.7	12.9	-10.2	10.1	-0.5	4.1
Cc1cccc(NC(=O)c2cc(NC(=O)c3ccco3)ccc2Cl)n1	1.4	4.1	0.7	4.0	16.2	4.6	0.7	0.1	-2.8
Cc1ccc(S(=O)(=O)Nc2cccnc2Oc2ccc(Cl)cc2)cc1	5.6	7.6	-0.9	.	13.7	1.4	6.5	0.9	-1.3
Cc1nnc(NC(=O)CSc2nnc(Cc3ccccc3)n2-c2ccccc2)s1	5.8	6.7	0.1	1.2	-29.1	-0.7	-2.4	1.1	-2.3
Cc1cccc[n+]1CC(=O)/C=C1\N(C)c2ccccc2C1(C)C	13.0	9.6	1.1	1.3	13.7	4.3	7.4	0.7	-5.8
CC1=NN(c2ccc(N)cc2)C(=O)C1	9.1	12.7	0.7	7.9	24.3	68.8	19.8	-0.1	-0.2
CCOC(=O)C1=C(C)Nc2ccccc2N=C1NC(=O)Cc1ccc(Br)cc1	9.2	2.7	0.7	0.2	8.7	-1.7	0.8	1.3	6.4
Clc1ccc(-n2cccc2)cn1	20.6	4.8	0.8	16.2	7.5	-2.8	-3.8	0.9	-18.7
COc1cc(NC(=O)c2ccc(Cl)cc2)c(OC)cc1Cl	5.0	1.2	-1.1	31.1*	7.4	8.0	-5.6	-1.3	-40.5
CCCN(CC(=O)Nc1ccccc1C)C(=O)/C=C/c1cccs1	9.6	5.3	-0.2	11.5	16.8	0.2	12.0	0.5	-18.5
O=C1CC(Nc2ccc(N3CCOCC3)cc2)C(=O)N1Cc1ccccc1 (centres undefined)	14.8	11.0	0.0	-1.5	5.1	-20.6	-50.6	-0.2	10.5
CCN(C(N)=S)c1ccccc1	17.1	9.3	0.8	-4.6	1.5	-5.4	1.8	-0.5	-15.0
CN1CCN(c2nc(-c3ccccc3)c3cc(Cl)ccc3n2)CC1	30.3	24.2	0.4	11.5	-25.7	-9.6	19.1	0.7	-50.1
CC(C)c1cc(C(=O)Nc2sc3c(c2C#N)CCC3)no1	-13.9	6.3	1.5	5.8	.	.	-24.7	1.8	10.7
CCCCCC(=O)NN1C(=S)N(c2ccc(OC)cc2)C(=O)C1CC(=O)Nc1ccccc1 (centres undefined)	-4.5	10.2	0.6	.	0.1	-6.6	8.5	-1.4	16.9
Cc1ccc(C(=O)c2sc3c(c2N)c(=O)[nH]c(=O)n3CCc2ccccc2)cc1	-22.4	6.7	-0.1	6.3	-9.7	-2.5	43.0	1.8	-10.0
Cc1cccc(CCN=c2c([N+](=O)[O-])nn(-c3ccccc3)n2O)c1	7.9	2.7	-0.3	4.5	22.0	8.9	-53.5	-0.6	-9.0
CC1CCCC(NC(=O)CN(C)S(=O)(=O)c2cnc[nH]2)C1C (centres undefined)	-11.3	0.5	-0.5	1.4	4.5	-4.8	4.2	0.0	-22.3
Cc1ccccc1NC(=O)Nc1nc2ccc(S(C)(=O)=O)cc2s1	-11.5	13.1	-0.5	3.4	-7.3	5.3[fluorescence artefact?]	12.7	-0.1	2.1
COc1ccc(OC)c(NC(=O)C2C3C=CC(C3)C2C(=O)NCc2cccnc2)c1 (centres undefined)	1.0	12.5&1.5	0.1	7.4	-18.6	-7.3	9.6&31.7	0.5	1.1
COc1ccc(C(=O)C2CCCN(C(=O)Cn3nc(C)cc3C)C2)cc1F (centres undefined)	6.7	7.6	1.1	.	3.0	4.4	16.4	-0.7	-8.2
CC(C)COC(=S)Nc1ccccc1	3.5	12.2	-0.1	2.9	36.1	-20.7[fluorescence artefact?]	-10.4	-0.6	-1.1
CC(C)c1ccccc1-n1c(SCC(=O)N2CCc3ccccc3C2)nc2ccccc2c1=O	2.7	10.4	-0.7	7.0	45.9	-8.5	0.5	-1.6	-21.9

Part of the list above in order of SMILES length, highest first:
canonical_smiles	PPC-1+TRAIL kill	EP2 antag	TRPML3 ag	NPY-Y1 antag	CHOP inh	14-3-3 Bad inh	EP2 modulator	TRPN1 ag	NPY-Y1 PAM-ag
CC(C)c1ccccc1-n1c(SCC(=O)N2CCc3ccccc3C2)nc2ccccc2c1=O	2.7	10.4	-0.7	7.0	45.9	-8.5	0.5	-1.6	-21.9
COc1ccc(OC)c(NC(=O)C2C3C=CC(C3)C2C(=O)NCc2cccnc2)c1 (centres undefined)	1.0	12.5&1.5	0.1	7.4	-18.6	-7.3	9.6&31.7	0.5	1.1
Cc1cccc(CCN=c2c([N+](=O)[O-])nn(-c3ccccc3)n2O)c1	7.9	2.7	-0.3	4.5	22.0	8.9	-53.5	-0.6	-9.0
O=C1CC(Nc2ccc(N3CCOCC3)cc2)C(=O)N1Cc1ccccc1 (centres undefined)	14.8	11.0	0.0	-1.5	5.1	-20.6	-50.6	-0.2	10.5
Cc1ccccc1NC(=O)Nc1nc2ccc(S(C)(=O)=O)cc2s1	-11.5	13.1	-0.5	3.4	-7.3	5.3[fluorescence artefact?]	12.7	-0.1	2.1
COc1cc(NC(=O)c2ccc(Cl)cc2)c(OC)cc1Cl	5.0	1.2	-1.1	31.1*	7.4	8.0	-5.6	-1.3	-40.5

Next section
canonical_smiles	PPC-1+TRAIL kill	EP2 antag	TRPML3 ag	NPY-Y1 antag	CHOP inh	14-3-3 Bad inh	EP2 modulator	TRPN1 ag	NPY-Y1 PAM-ag
COC(=O)C(Cc1ccccc1)NC(=O)c1cc(S(=O)(=O)N(C)C)ccc1Cl (centres undefined)	15.9	1.0	0.8	-0.9	7.6	-13.5	38.5	-0.3	-1.9
CC(=O)Nc1cccc(-c2nnc3n2CC(C)S3)c1 (centres undefined)	-2.5	10.5	-1.4	-4.7	-6.3	-4.1	28.1	-0.1	15.4
O=C(CC(c1ccccc1)c1ccccc1)Nc1ncn[nH]1	7.7	12.3	0.3	-6.2	33.9	1.3	14.3	1.8	-4.1
OC(c1cccc(OCc2ccccc2)c1)c1nnc(-c2ccccc2)o1 (centres undefined)	1.7	15.2	0.4	-3.5	111.0*	2.5	-3.5	2.3	-16.3
CCCCCCCCS(=O)C1CS(=O)(=O)CC1O (centres undefined)	-3.2	11.5	0.5	.	-9.9	-4.5	2.6	-0.2	13.3
CC(Nc1ccccc1CO)C(=O)Nc1cccc(Cl)c1Cl (centres undefined)	-8.7	8.9	-0.9	0.0	3.6	-11.6	-56.5	0.4	-7.8
COc1cc2c(=O)n(Cc3ccccc3)c(=O)n(CC(=O)NCc3ccco3)c2cc1OC	1.7	13.5	0.4	-1.8	70.9*	36.2[fluorescence artefact?]	38.8	0.7	-22.6
COc1cccc(N(C(=O)Cn2nnc(-c3ccc(Cl)cc3)n2)C(C(=O)NCC2CCCO2)c2ccc(C)cc2)c1 (centres undefined)	-5.3	7.1	0.7	2.0	80.4*	-1.7	17.3	0.7	-7.7
CCn1cc(C(=O)N2CCCC2)c(=O)c2cc(S(=O)(=O)N3CCOCC3)ccc21	-7.8	7.6	0.2	0.9	-33.4	9.9	-14.3	-1.2	-13.9
Nc1c2c(nc3ccccc13)CCC2	8.6	12.2	0.5	2.6	14.7	6.9	-4.3	0.1	-4.9
CCCCN(C)C(=O)C(Cc1ccccc1)NS(=O)(=O)c1ccc2c(c1)c(=O)n(C)c(=O)n2C (centres undefined)	11.7	16.1	-0.1	2.7	36.5	2.1	2.1	1.0	6.5
CCOc1ccc(C(=O)Nc2cccc(-c3nc4ccccc4[nH]3)c2C)cc1[N+](=O)[O-]	-18.6	1.9	-1.0	1.8	23.4	2.6	-46.1	-2.3	-21.4
Cc1onc(-c2c(F)cccc2Cl)c1C(=O)NCCCN1CCOCC1	1.6	8.7	1.0	-1.8	-11.8	-21.1[fluorescence artefact?]	10.6	0.2	-25.6
O=C(COC(=O)CCc1ccccc1)Nc1ncc(Cl)cc1Cl	16.0	8.6	-0.1	2.7	17.3	-10.1	13.6	-1.1	0.6
CN(C)CCNc1ncnc2c1sc1nc(N3CCCC3)c3c(c12)CC(C)(C)OC3	1.9	1.1	0.3	.	19.6	2.7	14.7	0.2	-27.7

Entries listed so far that bear a hit mark in NPY-Y1 antag.
| Compound | TRPML3 ag | NPY-Y1 antag | CHOP inh | 14-3-3 Bad inh | EP2 modulator | NPY-Y1 PAM-ag |
| --- | --- | --- | --- | --- | --- | --- |
| COc1cc(NC(=O)c2ccc(Cl)cc2)c(OC)cc1Cl | -1.1 | 31.1* | 7.4 | 8.0 | -5.6 | -40.5 |

(cont.)
canonical_smiles	PPC-1+TRAIL kill	EP2 antag	TRPML3 ag	NPY-Y1 antag	CHOP inh	14-3-3 Bad inh	EP2 modulator	TRPN1 ag	NPY-Y1 PAM-ag
COc1ccc(NC(=O)c2sc3nc(C)nc(N4CCOCC4)c3c2C)c(OC)c1	13.3	4.7	0.6	2.5	-4.3	-5.3	-10.3	-0.5	-28.8
CCOC(=O)c1nnsc1NC(C)=O	13.6	5.5	0.3	2.1	44.6	0.7[fluorescence artefact?]	13.0	0.7	-8.6
CCOC(=O)CC(=O)CSc1ncnc2c1oc1ccccc12	24.8	.	0.6	-8.1	19.0	1.9[fluorescence artefact?]	66.6*	-0.2	-19.9
Cc1sc2ncn(CC(=O)NCCCC(=O)N3CCN(c4ccccn4)CC3)c(=O)c2c1C	29.2	16.7	-0.6	-0.5	-0.3	-5.8	15.3	-1.1	0.7
CCCCC(=O)Nc1ccc(Br)cc1C(=O)O	19.4	15.5	0.7	3.2	22.9	1.2	-5.8	3.1	-4.7

High-throughput results: PubChem, several laboratories
